# High-throughput results: PubChem, several laboratories
# HGIII-sPLA2 inh – Inhibits HGIII-sPLA2 liposome hydrolysis, primary screen; QFRET BODIPY PC-A2 liposome hydrolysis, fluorescence; inhibition, % at 12.2 µM; 370,000 compounds, 0.56% hits; AID 743126;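 active = inhibition above mean plus 3 SD of compounds lying within the high and low control bounds, cut at about 19% in these data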;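 note: 0% = median of test compound wells and 100% = no enzyme DMSO wells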
# Target sequence (Q9NZ20 whole entry, looked up): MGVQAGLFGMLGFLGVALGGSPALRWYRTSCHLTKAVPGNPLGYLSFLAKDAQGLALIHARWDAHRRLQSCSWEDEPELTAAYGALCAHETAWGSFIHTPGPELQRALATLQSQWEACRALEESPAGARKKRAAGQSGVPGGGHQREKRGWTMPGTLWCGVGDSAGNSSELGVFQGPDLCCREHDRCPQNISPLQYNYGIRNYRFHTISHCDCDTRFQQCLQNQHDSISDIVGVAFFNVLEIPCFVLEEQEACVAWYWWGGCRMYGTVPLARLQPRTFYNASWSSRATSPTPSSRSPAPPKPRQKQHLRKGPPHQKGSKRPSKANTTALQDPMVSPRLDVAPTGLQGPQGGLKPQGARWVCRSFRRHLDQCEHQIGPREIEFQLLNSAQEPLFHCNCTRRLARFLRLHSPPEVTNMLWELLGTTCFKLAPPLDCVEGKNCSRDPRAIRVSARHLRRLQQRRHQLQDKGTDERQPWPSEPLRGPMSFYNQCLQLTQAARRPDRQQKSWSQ
# UHRF1 MBD2 ctr – UHRF1 methyl-DNA binding inhibition; Q96T88; UHRF1 binding to methylated oligo, TR-FRET; inhibition, % at 4.4 µM; 370,000 compounds, 0.75% hits; in the data active = inhibition above about 21%;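 note: UHRF1 SRA domain binding a hemimethylated CpG hairpin DNA probe; 0% = median of test compound wells and 100% = reference inhibitor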
# Tn6 DDE FP – DD(E)-Tn6 binding inhibition, primary FP screen; P02675; Fibrin DD(E) TRITC-Tn6 fluorescence polarization displacement; inhibition, % at 8.3 µM; 370,000 compounds, 0.21% hits; AID 720509;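 active = inhibition above a per-campaign cutoff: mean of compounds within control limits plus 3 SD, cut at about 15% in these data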;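 note: 0% = median of all compound wells on the plate and 100% = blocking peptide control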
# PLCb3 inh – inhibitors of human phospholipase C beta3; Q01970; Purified PLC-beta3, fluorogenic substrate, fluorescence; inhibition, % at 12.2 µM; 370,000 compounds, 0.18% hits; AID 720704; in the data active = inhibition above about 11%;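 note: 0% = median of compound wells on plate and 100% = full blocker control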
# KLK7 zymogen act – activates the human kallikrein-7 zymogen; P49862; 370,000 compounds, 0.9% hits; purified proKLK7, EDANS-DABCYL substrate fluorescence; 100% is mature enzyme control, 0% vehicle; AID 652039; activation, % at 7 µM;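 active = activation above the mean of all tested compounds plus 3 SD, computed per campaign excluding outliers beyond control limits, cut at about 13% in these data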
# ASAP1 inh – inhibitors of human ASAP1 ArfGAP activity. 360,000 compounds, 0.19% hits. inhibition, % at 16.5 µM. Q9ULH1. ASAP1-stimulated ARF1 GTP hydrolysis, GDP FP detection; in the data active = inhibition above about 25%;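 note: 0% = vehicle with enzyme and substrate and 100% = no enzyme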
# Target sequence (Q9ULH1 325-724 limits assumed): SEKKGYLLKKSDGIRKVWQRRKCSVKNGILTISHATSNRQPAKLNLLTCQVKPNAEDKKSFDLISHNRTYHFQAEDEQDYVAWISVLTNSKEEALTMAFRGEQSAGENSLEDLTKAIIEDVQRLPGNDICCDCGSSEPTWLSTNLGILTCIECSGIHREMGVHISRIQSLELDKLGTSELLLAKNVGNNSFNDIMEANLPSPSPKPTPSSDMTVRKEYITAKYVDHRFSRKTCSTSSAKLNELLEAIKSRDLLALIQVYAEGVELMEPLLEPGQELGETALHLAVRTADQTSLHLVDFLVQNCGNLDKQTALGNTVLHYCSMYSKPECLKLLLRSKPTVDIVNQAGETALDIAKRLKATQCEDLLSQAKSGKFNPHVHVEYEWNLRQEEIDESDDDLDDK
# PLCg1 inh – inhibitors of human phospholipase C gamma1 | 370,000 compounds, 0.84% hits | AID 720700 | inhibition, % at 12.2 µM | P19174 | purified PLC-gamma1, fluorogenic substrate, fluorescence; in the data active = inhibition above about 9.5%
# Rev-erbA mod – Rev-erb alpha (human) modulation. P20393. Rev-erbα–FITC-DNA binding, fluorescence polarization, 90 min. activity, % at 10 µM. 370,000 compounds, 0.79% hits. AID 1259318;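 active = activity above about 14%, limit read from the data; passing the limit was not always enough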;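 note: 0% = DMSO wells with 35 nM protein and 100% = DMSO wells with 750 nM protein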
# Tn7 DDE FP – DD(E)-Tn7 binding inhibition, primary FP screen. AID 720508. P02675. 370,000 compounds, 0.13% hits. inhibition, % at 8.3 µM. FP displacement of FITC-Tn7 peptide from fibrin DD(E); 0% = median of compound wells per plate;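 active = inhibition above the mean of compounds falling within the control limits plus 3 SD of them, cut at about 14% in these data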;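 note: 0% = plate median of compound wells and 100% = 10 µM Aha-Tn7 peptide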
#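 Assay system: Fibrin-DD(E) protein isolated from polymerized human fibrin clots; read-out basis: percent inhibition; medium: Tris/NaCl/CaCl2 buffer, pH 7.8; signal: FP measurement; incubation: 10 min plus 3 h, room temperature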
# ARFGAP1 inhibitor – rat ARFGAP1 inhibition; AID 651572; inhibition, % at 16.5 µM; 360,000 compounds, 0.26% hits; Arfgap1-stimulated ARF1 GTP hydrolysis, GDP FP detection;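 active = inhibition above a per-plate limit, mean inhibition of low control wells plus 3 SD, cut at about 25% in these data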;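 note: 0% = DMSO wells with enzyme and 100% = wells lacking Arfgap1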
# Target sequence (Q62848 1-136 limits assumed): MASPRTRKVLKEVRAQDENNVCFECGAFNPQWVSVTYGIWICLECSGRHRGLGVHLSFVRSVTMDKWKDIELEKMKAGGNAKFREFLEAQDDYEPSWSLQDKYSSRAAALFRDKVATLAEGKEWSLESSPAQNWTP
#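 Material: rat Arfgap1 GAP domain (His6, aa 1-136), purified enzyme. Also added: human ARF1(Δ1-17)-GTP substrate. Compound dosing: 16.5 µM single point, 1.26% DMSO. Timing: enzyme reaction 120 min at 25 °C after 20 min preincubation. Signal: GDP detection by fluorescence polarization. Read-out basis: percent inhibition of GAP-stimulated GDP formation, scaled between DMSO and no-Arfgap1 medians.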
# Numbers without * were called inactive.
# A first look (3 entries):
SMILES,HGIII-sPLA2 inh,UHRF1 MBD2 ctr,Tn6 DDE FP,PLCb3 inh,KLK7 zymogen act,ASAP1 inh,PLCg1 inh,Rev-erbA mod,Tn7 DDE FP,ARFGAP1 inhibitor
CN(C(=O)c1cc(COc2c(F)cccc2F)on1)C1CCOC1 (stereo not given),-2,-1,-1,-6,-0.4,5,0,1,-5,4
COc1ccc(C(C(=O)NCC2CCCO2)N(C(=O)Cn2nnc3ccccc32)c2ccc(NC(C)=O)cc2)c(OC)c1 (stereo not given),3,-2,5,-6,0.8,-8,3,2,-1,-6
Cc1nc(CN2CCN(C(=O)CCc3nnc(Cc4c[nH]c5ccccc45)o3)CC2)cs1,-1,16,-6,-1,-0.3,4,4,0,-5,-5

# Main list (from the top)
SMILES,HGIII-sPLA2 inh,UHRF1 MBD2 ctr,Tn6 DDE FP,PLCb3 inh,KLK7 zymogen act,ASAP1 inh,PLCg1 inh,Rev-erbA mod,Tn7 DDE FP,ARFGAP1 inhibitor
CN(C(=O)c1cc(COc2c(F)cccc2F)on1)C1CCOC1 (stereo not given),-2,-1,-1,-6,-0.4,5,0,1,-5,4
COc1ccc(C(C(=O)NCC2CCCO2)N(C(=O)Cn2nnc3ccccc32)c2ccc(NC(C)=O)cc2)c(OC)c1 (stereo not given),3,-2,5,-6,0.8,-8,3,2,-1,-6
Cc1nc(CN2CCN(C(=O)CCc3nnc(Cc4c[nH]c5ccccc45)o3)CC2)cs1,-1,16,-6,-1,-0.3,4,4,0,-5,-5
O=Cc1cn(CC(=O)N2CCCCCC2)c2ccccc12,10,2,0,3,0.1,-3,3,-2,13,-5
Cc1ccc(CN2CCN(Cc3ccco3)CC2)cc1,7,2,3,-4,-0.1,0,3,-5,2,4
Cc1noc(C)c1S(=O)(=O)N1CCC(C(=O)NCCN2CCC(C)CC2)CC1,-1,7,1,-1,0.3,-9,2,2,3,11
CC(C)NC(=O)N(C)C[C@@H]1Oc2c(NS(=O)(=O)c3ccccc3)cccc2C(=O)N([C@@H](C)CO)C[C@@H]1C,2,0,3,3,-0.4,9,0,2,-5,10
COc1ccccc1-c1nnc(SCC(=O)Nc2cccnc2Cl)n1C,1,5,7,3,0.1,0,4,4,-5,-12
Cc1ccccc1C(=O)N1CCN=C1SCc1ccc([N+](=O)[O-])cc1,-3,-1,4,0,0.1,-12,-1,-5,0,10
CN(C)Cc1c(C(=O)N/N=C/c2ccccc2OCc2ccc(F)cc2)nnn1-c1nonc1N,14,11,-4,-5,0.0,11,7,3,1,18
O=c1c2c3c(sc2nc(N2CCNCC2)n1CCc1ccccc1)CCCCC3,20*,4,-3,-5,0.7,2,4,-2,-1,20
Cc1ccc(N2C(=O)CC(Nc3cccc4ccccc34)C2=O)cc1 (stereo not given),-3,0,1,-12,0.6,-11,-4,1,-7,4
O=C1COc2ccc(C(=O)COC(=O)c3ccccc3F)cc2N1,1,1,-2,-13,0.6,2,-1,4,2,-9
Cc1ccc(-n2c(N)c(C(N)=O)sc2=S)c(C)c1,1,-5,1,0,-0.2,-2,2,1,1,10
COc1cccc(NC(=S)NC(=O)/C=C/c2ccc(F)cc2)c1,-1,0,3,-3,0.0,-14,1,-1,5,-4
C[C@@H]1C=C[C@](Cc2ccccc2)(C(=O)O)N1C(=O)c1ccccc1,-4,-1,-5,1,0.1,-16,-4,-4,2,-5
CC(=O)COc1ccc2c3c(c(=O)oc2c1C)CCCCC3,-2,1,-8,-85,-0.1,5,-53,-6,9,-9
C/C(=N\NC(=O)c1ccc(OC2CCCC2)cc1)c1ccc(C)s1,0,-1,-2,-1,-0.2,-8,1,-4,-3,-5
FC(F)(F)C(F)(F)C(F)(F)c1nc2nc(Cl)c(Cl)nc2[nH]1,3,3,2,-8,0.0,12,-7,1,-1,3
CC(C)N(C(=O)COC(=O)c1cc(Cl)cc(Cl)c1N)C(C)C,4,3,-4,2,-0.1,0,-2,3,2,-15
Cc1ccc(OCC(=O)c2ccc(Cl)s2)c([N+](=O)[O-])n1,-6,-8,0,-17,0.9,2,-12,-4,7,6
O=C(Nc1nncs1)c1cc2c(s1)CCC2,-6,0,9,2,0.0,-4,-5,-8,4,4
Cc1ccccc1OCCCC(=O)Nc1ccc(Br)cc1,-9,0,4,-1,-0.2,10,0,-6,3,-18
Cn1ncc2c(N3CCCCC3)nc(NCCCO)nc21,-4,6,-2,-4,-0.2,-2,0,2,-5,-1
Cc1ccc(C(=O)OCC(=O)NCCNC(=O)COC(=O)c2ccc(C)o2)o1,-2,2,-3,-4,-0.1,-4,-2,-6,-2,-6
Cc1cccc(N2CCN(C(=O)COc3noc4nc(C)cc(C)c34)CC2C)c1 (stereo not given),7,-1,3,2,0.7,-3,1,-7,2,1
CCCC(O)(CCC)C(=O)NN(C(=O)OC)c1ccccc1,-7,2,2,1,0.5,9,-1,-3,0,-1
CCCn1c(SCC(=O)Nc2ccc3c(c2)OCO3)n[nH]c1=O,7,0,-3,4,-1.0,-4,4,1,-4,-8
COC(=O)[C@H](CC(C)C)NS(=O)(=O)c1ccc(F)cc1Br,6,-2,0,2,0.2,-6,1,3,-5,-4
CC1=C(C(=O)OC(C)C)C(c2ccc(F)cc2)NC(=O)N1 (stereo not given),2,1,-9,4,0.4,2,-1,-1,3,-2
N/C(=N\OC(=O)CCC1CCCC1)c1ccncc1,0,-1,4,1,1.1,-7,0,-1,3,-4
Cc1ccc(CNC(=O)c2c(-c3ccccc3)noc2C)cc1,4,-1,-4,-7,0.2,-8,1,-2,4,-8
CSc1ccc(-c2nnn(CC(=O)NCc3ccccc3)n2)cc1,-4,4,-2,3,0.1,5,3,10,2,5
COc1cc(F)c(C2=CC(=O)C[C@H](c3ccc(F)cc3)C2)cc1F,6,-5,6,-1,-0.2,8,-1,1,0,8
COc1ccc(C)cc1NS(=O)(=O)c1cn(C)nc1C,3,4,4,5,-0.3,-7,3,-2,7,-6
CCn1c(SCC(=O)N2CCN(c3ccccc3)CC2)nnc1-c1c[nH]c2ccccc12,-3,0,4,0,0.7,16,4,-3,-7,-9
Cc1c(NC(=O)CN2CCN(c3ccccc3)CC2)c(=O)n(-c2ccccc2)n1C,5,1,-4,4,-0.5,-2,0,-6,-3,-12
Cc1cccc(NNC(=O)C2CCC2)c1,-6,-1,4,-3,-0.5,-7,2,-4,-2,7
CN(C)S(=O)(=O)c1ccc(C(=O)Nc2nnc(SCC(=O)NCC3CCCO3)s2)cc1 (stereo not given),-2,-2,-5,-14,0.2,3,-9,-5,11,10
Cc1ccc(NC(=O)c2ncn(CC(=O)NCc3ccccc3)n2)cc1C,-7,-1,4,1,0.8,16,2,6,4,-8
CCc1c(C(=O)Nc2cc(C)cc(C)c2)[nH]c(C)c1C(C)=O,-19,3,-2,-2,0.6,-2,-1,-1,-5,2
Nn1c(Cc2ccccc2)nnc1Cc1ccccc1,1,-1,-3,-3,-0.1,-7,-4,-14,-1,-5
COc1ccccc1CNC(=O)CN1C(=O)c2ccc([N+](=O)[O-])cc2C1=O,-2,-1,-3,-2,0.0,0,2,6,-1,-12
COC(=O)c1ccccc1S(=O)(=O)N1CCC(C(=O)NCc2ccco2)CC1,5,-2,-2,-11,0.0,-1,-4,-10,-1,5
COCCN(C(=O)CCC(=O)Nc1nccs1)C(C(=O)NC(C)(C)C)c1ccc(F)cc1 (stereo not given),3,-2,4,-6,-0.9,-11,0,-5,4,0
CCOc1ccc(N(CC(=O)NCCc2ccc(Cl)cc2)S(=O)(=O)c2c(C)[nH]c(=O)[nH]c2=O)cc1,-12,2,1,-1,-0.4,19,-1,-5,6,10
OCc1cc(-c2ccc(Cl)c(Cl)c2)on1,1,-2,1,-4,0.0,-5,-1,-2,-3,7
COc1ccc(Cc2nnc(NC(=O)c3cc(OC)c(OC)c(OC)c3)s2)cc1OC,-4,0,4,1,0.1,-2,5,4,5,6
CC(C)CNC(=O)CSc1nc(-c2cccs2)cc(C(F)(F)F)n1,-1,-2,1,4,0.1,6,2,-3,-5,-2
COc1ccccc1/C=N/n1c(C)nnc1-n1nc(C)cc1C,-3,8,5,1,0.1,-15,-1,6,4,2
CCOC(=O)c1oc2ccc3c(c2c1C)C(=O)CC1(CCN(C(=O)OCC)CC1)O3,-2,0,4,-11,-0.1,-13,-12,-4,-2,-1
COC(=O)c1c(-c2ccc3ccccc3c2)csc1NC(=O)Cc1ccc(OC)c(OC)c1,-2,1,2,-11,-1.8,-15,-4,15,2,12
Cc1ccccc1NC(=O)c1cccc2nccnc12,2,-4,1,1,-0.2,-7,1,-3,9,-3
COc1cc([N+](=O)[O-])ccc1NC(=O)CSc1nccn1C,8,-1,-3,0,0.1,-3,0,0,2,-6
Cc1cc(C)cc(NS(=O)(=O)c2c(C)[nH]c(=O)[nH]c2=O)c1,7,2,1,-4,-0.1,-2,-1,-4,-3,6
CCOc1ccc(S(=O)(=O)/N=C(/Nc2ccc(C)c(S(=O)(=O)N3CCOCC3)c2)c2ccccc2)cc1,-16,-1,0,-4,-0.4,-1,3,0,6,5
NC(=O)C1CCN(C(=O)CCSCc2ccc(Cl)c(Cl)c2)CC1,-3,1,10,-4,-0.2,5,6,4,4,1
CCCc1cc(CN(C)C(=O)c2ccc(OC3CCN(C(C)=O)CC3)c(OC)c2)[nH]n1,12,3,1,3,-0.2,14,1,-7,2,8
COc1ccc2[nH]c(C(=O)O)c(NS(=O)(=O)c3ccc(F)cc3)c2c1,-13,-3,2,-9,1.1,-5,-7,6,-3,6
COc1ccc(/C=N/NC(=O)c2cccnc2)cc1,-3,0,5,0,0.0,3,-3,2,9,2
# Going on with the list.
SMILES,HGIII-sPLA2 inh,UHRF1 MBD2 ctr,Tn6 DDE FP,PLCb3 inh,KLK7 zymogen act,ASAP1 inh,PLCg1 inh,Rev-erbA mod,Tn7 DDE FP,ARFGAP1 inhibitor
O=C(Cc1ccc(Cl)cc1)Nc1ccc(N2CCCC2)cc1,14,-1,-3,2,-0.2,-8,1,-1,-5,-4
Cc1cc(=O)oc(C)c1C(=O)NCc1ccco1,-3,-1,3,-2,-0.2,5,-2,6,3,-5
O=C(Oc1cccc(C(=O)N2CCOCC2)c1)c1ccc(Br)cc1,-3,4,3,4,-0.2,3,-2,-4,-6,8
O=C(Nc1nnc(-c2ccc3c(c2)CCCC3)o1)c1ccc(Cl)cc1Cl,-8,0,-6,-17,0.0,0,-12,-8,11,-2
COc1ccc(S(=O)(=O)N2CCSC2c2ccccc2)cc1 (stereo not given),4,69*,-3,1,0.2,10,1,0,-4,-2
COc1ccccc1C(=O)N/C(=C\c1ccc(Br)cc1)C(=O)NCCO,4,4,0,-12,0.2,-9,2,2,-1,-2
Cc1nc(NC2CCCCC2)c2nnn(Cc3ccccc3Cl)c2n1,-4,-3,0,-4,1.1,-10,-1,2,1,-3
Fc1cccc(Cl)c1CSc1ccc2nnc(-c3ccccn3)n2n1,7,1,-3,-4,0.0,0,1,0,0,2
